# Bioassay records: PubChem BioAssay, National Center for Advancing Translational Sciences (NCATS)
# POLB inh: blocks human DNA polymerase beta activity. P06746. Pol beta primer extension/strand displacement, fluorescence kinetic. Potency, µM (titrated, usually from 114 µM), inactives show at the highest dose activity change, negative = inhibition, actives largely listed as inhibitors. actives 1.3% (n = 340,000); note: potency is the fitted concentration of half-maximal effect; % is set by controls: 0 for no effect and ±100 for the full control effect
#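 Pol beta (10 nM) and compounds were preincubated 15 min at room temperature, then 50 nM substrate (final) started primer extension/strand displacement. Reads were taken at 0 and 10 min; concentration-response data were fitted to a four-parameter Hill equation.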
# TRHR ag: TRH receptor (human) agonism | P34981 | AID 493084 | TRHR cells, calcium flux fluo-8, FDSS agonist mode | actives 0.18% (n = 360,000) | activation, % at 2 µM; in the data active = activation above about 30%; note: 0% is about no effect
#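 Agonist-mode FDSS calcium read (Ex 480/Em 530, 1 s cycles) in 1536-well TRHR cells with fluo-8 dye, after 10-cycle baseline and 23 nL compound addition; TRH at EC20 (10 nM final) added afterwards for the enhancer phase.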
# 12-LOX inh: blocks human arachidonate 12S-lipoxygenase. P18054. actives 1.1% (n = 580,000). purified 12hLO, xylenol orange hydroperoxide absorbance. Potency, µM (highest dose often 108 µM), inactives show top-dose activity change, negative = inhibition, actives largely listed as inhibitors; note: potency is the fitted concentration of half-maximal effect; % is set by controls: 0 for no effect and ±100 for the full control effect
# Target sequence (P18054 whole entry, looked up): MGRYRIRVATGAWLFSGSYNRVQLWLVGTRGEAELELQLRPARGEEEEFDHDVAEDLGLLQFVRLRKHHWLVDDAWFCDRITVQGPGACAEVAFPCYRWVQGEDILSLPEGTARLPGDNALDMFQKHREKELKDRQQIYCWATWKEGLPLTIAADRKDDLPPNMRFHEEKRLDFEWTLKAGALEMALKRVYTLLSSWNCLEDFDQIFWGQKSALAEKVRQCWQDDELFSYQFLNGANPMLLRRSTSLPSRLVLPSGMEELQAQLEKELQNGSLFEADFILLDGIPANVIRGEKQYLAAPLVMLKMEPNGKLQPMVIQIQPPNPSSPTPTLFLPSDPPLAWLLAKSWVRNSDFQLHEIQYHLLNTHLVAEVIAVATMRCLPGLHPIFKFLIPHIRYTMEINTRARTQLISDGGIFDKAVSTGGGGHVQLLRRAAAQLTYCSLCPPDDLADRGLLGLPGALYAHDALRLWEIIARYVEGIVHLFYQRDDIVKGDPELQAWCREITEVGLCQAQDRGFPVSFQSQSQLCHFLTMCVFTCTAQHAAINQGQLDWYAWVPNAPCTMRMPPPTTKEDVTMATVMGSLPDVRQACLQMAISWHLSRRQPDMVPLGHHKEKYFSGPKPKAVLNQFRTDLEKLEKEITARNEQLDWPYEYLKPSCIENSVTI
#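 Hydroperoxide product was detected by ferrous iron/xylenol orange as the 573 to 405 nm absorbance ratio. Arachidonic acid at 40 uM (final) was turned over for 30 min at room temperature by 150 nM human 12hLO, pH 7.0 Hepes buffer, after 15 min compound preincubation.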
# ERG Ets-DNA blk: ERG Ets/DNA interaction inhibition | fluorescence polarization, His-ERG Ets domain / labelled DNA | Potency, µM (series often up to 76.9 µM), for inactives: at the highest dose FP activity, negative = inhibition, most hits filed as inhibitors | P11308 | actives 0.028% (n = 370,000); active = well fitted inhibition curve with a large enough effect in the polarisation, with a control signal flat; inconclusive = small, poorly fitted or top-dose-only effect, or effect the other way, or a change in a side signal; inactive = no such curve, though single readings can be large or run the other way; the % refers to the polarisation;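 note: polarization taken with two DNA probes labelled with fluorescein and Texas red; potency is the fitted concentration of half-maximal effect; % of control where 0% means no effect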
#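 His-tagged ERG Ets domain (1 uM in the protein solution; 300mM KCl, 50mM Tris-HCl, 1mM EDTA, 1mM DTT, pH 7.5) received compound, then a probe mix of 5 nM fluorescein-DNA and 100nM Texas-615-DNA. Fluorescence polarization was read for both dyes.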
# APEX1 inh: APE1 (human) endonuclease inhibition; actives 0.35% (n = 350,000); Potency, µM (highest dose often 65.8 µM), inactives show at the highest dose activity change, negative = inhibition, hits mostly inhibitors; P27695; recombinant APE1, TAMRA/BHQ-2 abasic DNA cleavage fluorescence; AID 2517;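 note: potency is the fitted concentration of half-maximal effect; plate controls were vehicle for no effect and reference inhibitor for full effect; nearly all actives have a fitted effect of over 55% in size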
# Target sequence (P27695 whole entry, looked up): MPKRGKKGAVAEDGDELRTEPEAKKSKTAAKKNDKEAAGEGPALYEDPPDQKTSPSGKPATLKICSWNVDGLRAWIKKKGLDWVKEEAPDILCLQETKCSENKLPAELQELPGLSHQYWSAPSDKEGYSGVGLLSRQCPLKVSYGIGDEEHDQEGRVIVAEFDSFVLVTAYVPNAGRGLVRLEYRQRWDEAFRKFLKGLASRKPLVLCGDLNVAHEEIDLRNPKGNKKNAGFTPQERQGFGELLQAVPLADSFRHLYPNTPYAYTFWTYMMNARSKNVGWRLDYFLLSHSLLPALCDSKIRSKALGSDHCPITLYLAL
#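 Kinetic fluorescence read (525 ex/598 em nm, three reads 60 s apart) of AP-site incision; signal = third minus first read. Enzyme 0.75 nM, dual-labelled THF duplex 50 nM, compound preincubation 15 min RT.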
# Pol iota inh: inhibitors of human DNA polymerase iota | Q9UNA4 | Pol iota fluorescent replication assay, 10 min | Potency, µM (series often up to 115 µM), for inactives: at the top dose activity, negative = inhibition, usual class: inhibitors | actives 1% (n = 390,000) | AID 588590; note: potency is the fitted concentration of half-maximal effect
#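 Fluorescent replication assay read twice, at 0 min and 10 min after adding 50 nM (final) substrate. Enzyme (10 nM) and compounds were first incubated 15 min at room temperature; enzyme-free buffer wells were negative controls.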
# Pol kappa inh: blocks human DNA polymerase kappa activity | Potency, µM (highest dose often 107 µM), without a hit: at the top dose activity, negative = inhibition, usual class: inhibitors | Q9UBT6 | actives 0.53% (n = 400,000) | purified Pol kappa, fluorescent DNA synthesis assay, 10 min; note: potency is the fitted concentration of half-maximal effect; % is set by controls: 0 for no effect and ±100 for the full control effect
#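 Pol kappa 10 nM + cpd, 15 min RT; start w/ substrate 50 nM final; fluorescence kinetic read, 0 and 10 min. Neg ctrl: buffer, no enzyme.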
# Anesthetic bind: candidate novel general anesthetic via apoferritin binding | P02791 | apoferritin/1-aminoanthracene competitive binding, fluorescence | Potency, µM (top dose mostly 77.5 µM), without a hit: at the highest dose activity change, negative = displacement, hits mostly inhibitors | actives 0.074% (n = 350,000) | AID 485281; note: potency is the fitted concentration of half-maximal effect; % is set by controls: 0 for no effect and ±100 for the full control effect; nearly all actives have a fitted effect of over 20% in size
#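 Read-out: endpoint 1-AMA fluorescence, excitation 380 nm and emission 535 nm, after compounds sit 10 min at room temperature with 10 uM horse-spleen apoferritin in 50% saturated 1-AMA/PBS. Values come from four-parameter Hill fits.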
# BLM inh: blocks DNA unwinding by human BLM helicase | P54132 | recombinant BLM DNA unwinding, fluorescence dequenching | Potency, µM (titrated, usually from 56.1 µM), for inactives: top-dose activity change, negative = inhibition, usual class: inhibitors | actives 0.2% (n = 350,000);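 note: potency is the fitted concentration of half-maximal effect; plate controls were vehicle for no effect and no enzyme for full effect; nearly all actives have a fitted effect of over 35% in size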
# Numbers without * were called inactive; ? = inconclusive; . = no result given; & = joins results of further samples; [ ] = dose if it differs, or a comment. Unless noted, calls come from the whole dose curve; as a rule, active = well fitted curve in the direction sought with a large enough effect; inconclusive = small, poorly fitted or top-dose-only effect, or another doubt; inactive = no such curve, though single readings can be large; an effect the other way counts as inactive or inconclusive.
item	compound	POLB inh	TRHR ag	12-LOX inh	ERG Ets-DNA blk	APEX1 inh	Pol iota inh	Pol kappa inh	Anesthetic bind	BLM inh
1	CC(=O)OCC1O[C@@H](O[C@@H]2C[C@H]3C(C)(C)[C@H](OC(C)=O)CC[C@]3(C)[C@H]3CC[C@]45C[C@]4(CC[C@H]5[C@@H](C)C[C@@H](O)[C@H](O)C(C)(C)O)[C@@]32C)[C@H](O)[C@@H](O)[C@@H]1O (stereo partly drawn)	3%	-0.4	.	.	?	.	.	-7%	-9%
2	CCC(=O)N1CCN=C1SCc1cccc(F)c1	17%	-0.9	0%	4%	83%[activator]	-16%	1%	-11%	1%
3	C=CCN(CC=C)S(=O)(=O)c1ccc2nsnc2c1	20%	-1.6	-12%	6%	-28%	14%	2%	?	-4%
4	COc1ccccc1NC(=O)CCS(=O)(=O)c1ccc2c(c1)NC(=O)C(C)S2 (stereo not drawn)	2%	0.0	.	2%	55%	10%	-4%	-5%	2%
5	Cn1cnnc1SCC(=O)Nc1ccc2c(c1)CCC2	24%	0.3	13%	.	-5%	14%	-2%	-15%	1%
6	COC(=O)c1cc(OC)c(OC)cc1NC(=O)c1ccc2c(c1)CCN2S(C)(=O)=O	28%	-0.5	3%	-2%	.	?	-5%	-1%	-1%
7	COC(=O)c1cc2oc3ccccc3c2n1Cc1cc(C)ccc1C	4%	-0.2	-8%	0%	.	2%	-13%	37%	1%
8	CCC/C(=N\NC(=O)c1ccc(CSc2nncn2C)cc1)c1ccccc1	24%	0.5	-10%	-6%	4%	15%	-4%	5%	3%
9	COc1ccc(C(=O)N(Cc2cc(OC)c(OC)c(OC)c2)c2ccccn2)cc1	?	0.0	0%	2%	.	37%[activator]	-5%	-5%	-1%
10	OC(C#CCN1CCCCCC1)(c1ccccc1)c1cccnc1 (stereo not drawn)	-24%	-0.2	0%	12%	-1%	165%[activator]	-5%	-2%	1%
11	[O-]c1n[n+](-c2ccc(Cl)cc2Cl)cc2ccccc12	-2%	-0.1	-8%	4%	2%	-11%	-9%	?	3%
12	COC(=O)c1ccc(NC(=O)COC(=O)c2cccc3c(=O)c(C)c(-c4ccccc4)oc23)cc1	16%[57.1 µM]	0.3	-1%	-3%	-4%	63%[activator]	-8%	-10%	4%
13	COc1ccc(C(C(=O)NC2CCCC2)N(CCN(C)C)C(=O)c2snc(C(N)=O)c2N)cc1 (stereo not drawn)	-19%	0.7	11%	-4%	-7%	21%	-1%	-5%	4%
14	CCOc1cc(Br)cc(C(c2c(C(=O)O)[nH]c3ccccc23)c2c(C(=O)O)[nH]c3ccccc23)c1O	?	-0.2	5.6µM*	10%	10%	-16%	?	-3%	-2%
15	O=C1OCc2cc(NC(=O)C3CCCCC3)ccc21	-1%	0.6	-5%	-4%	0%	20%	-10%	-4%	-1%
16	C=CCSc1nnc(-c2ccncc2)n1-c1ccc(OCC)cc1	5%	0.2	-6%	.	5%	?	2%[60.1 µM]	2%	1%
17	N=c1sccn1CC(=O)Nc1ccccc1Sc1ccccc1	1%	0.1	0%	-2%	-8%	68%[activator]	-9%	-8%	1%
18	COc1ccc(NC(=O)CN2C(=O)CCc3cc(S(=O)(=O)N4CCOCC4)ccc32)c(OC)c1	39%	0.0	1%	-4%	.	8%	-6%[60.1 µM]	-9%	-1%
19	O=C(C1CCC(CNc2nc(=S)[nH]c3ccccc23)CC1)N1CCN(c2ccccn2)CC1 (stereo not drawn)	22%	-0.6	13%	-6%	-8%	-9%[58.9 µM]	-10%	-14%	-3%
20	Cc1ccc(NC(=O)/C(C#N)=C/c2ccc(Sc3nc(C)cc(C)n3)o2)cc1	7%	-0.6	9%	.	6%	22%	-4%	-23%	1%
21	COc1cc(CN2CCC(C(=O)NC3CCCC3)CC2)cc(Br)c1O	28%	0.2	?	3%	-6%	-3%	-22%	-7%	1%
22	CN(CCOc1ccc(Br)cc1)CC(O)COc1ccc(C#N)cc1 (stereo not drawn)	15%	2.0	39%[activator]	1%	-7%	-5%	6%	-4%	-8%
23	CCn1c(SCC(=O)N/N=C/c2c[nH]c3ccccc23)nnc1-c1ccc(C)cc1	16%	-0.5	-9%	3%	-6%	-10%	-20%	-16%	-3%
24	O=C(CN1C(=O)c2cccc3cccc1c23)N1CCN(c2ccccc2)CC1	-21%	-0.4	0%	-1%	-4%	-6%	6%	0%	1%
25	Cc1cccc(Cn2c(SCCN3CCOCC3)nc3c2c(=O)n(C)c(=O)n3C)c1	4%	-0.8	2%	-8%	-5%	2%	-18%	-5%	-1%
26	CN(C(=O)CCS(=O)(=O)c1cc2c(cc1Cl)NC(=O)CO2)C1CCCCC1	3%&6%	-0.1&-0.4	20%&-9%	9%&-6%	12%	-1%&41%	10%&6%	-11%&-5%	-2%&-2%
27	CC(C)(C)c1ccc(-n2ncc3c2CCCC3NC(=O)CN2CCCCC2=O)cc1 (stereo not drawn)	1%	-0.7	4%	5%	23%	-1%	14%	-20%	0%
28	CN(C)c1ccc(C=C2C(=O)OC3(CCCC3)OC2=O)cc1	-7%	2.8	45µM*	42%[activator]	15%	?	-10%	-13%	-2%
29	Cc1cc(OC(C)C(=O)Nc2sc3c(c2C(N)=O)CCCC3)ccc1Cl (stereo not drawn)	-1%	-0.4	-6%	2%	.	-7%	11%	-14%	-3%
30	CCc1cccc(CC)c1NC(=O)CN1C(=O)C(=O)c2ccccc21	5%	0.3	-8%	-18%	.	10%	-33%	-2%	-6%
31	CCOC(=O)N1C(=O)[C@@](c2ccc(Cl)cc2)(C(C)C)N1C(=O)OCC	1%	0.1	-20%	11%	47%[activator]	?	5%	0%	-7%
32	Cc1coc2c1c(C)cc1oc(=O)c(CC(=O)N[C@@H](CC(C)C)C(=O)O)c(C)c12	-12%	0.5	-39%	16%	8%	-18%	-20%	10%	-2%
33	O=C(Oc1ccc2ccccc2c1Cl)N1CCCCCC1	32%	-0.1	-19%	8%	2%	91%[activator]	-13%	?	-4%
34	Cc1ccc(CCC(=O)Nc2ncc(Cc3cc(Cl)ccc3Cl)s2)o1	-21%	0.3	-20%	-2%	-5%	-8%	-28%	-10%	0%
35	O=C(CSC1=NNC(c2ccccn2)S1)Nc1ccccc1 (stereo not drawn)	0%	-0.2	58%[activator]	-2%	0%	44%[activator]	-4%	-12%	-7%
36	CCOC(=O)c1nc2nc(-c3cccs3)cc(C(F)(F)F)n2n1	1%	-0.3	-5%	.	22%	-2%	-12%	125%[activator]	-5%
37	CCCOc1ccc(C2CC(=O)Nc3c2c(=O)n(C)c(=O)n3C)cc1OC (stereo not drawn)	0%	0.4	0%	-2%	.	16%	-24%	-1%	0%
38	CCc1nc(NCC(C)C)c(C#N)c2c1COC(C)(C)C2	-24%	-0.1	28%	7%	7%	-5%	-1%	-10%	-1%
39	CC(=O)N1CCN(C(=O)c2ccc(C)c(S(=O)(=O)N3CCCCC3)c2)CC1	.	.	206%[activator]	7%	20%	5%	-4%	.	.
40	O=C(N/N=C/c1ccc[nH]1)c1cc2ccccc2cc1O	1%	2.2	42%[activator]	5%	-22%	?	-42%	-5%	-12%
41	O=C(NCc1ccco1)c1ccccc1NS(=O)(=O)c1ccc(Cl)s1	-16%	1.2	0%	8%	-1%	?	-16%	-15%	-14%
42	Cc1cccc(C)c1NC(=S)NC(C)(C)CO	?	-0.7	107%[activator]	-5%	0%	7%	4%	-1%	0%
43	Cc1cc(F)ccc1NC(=O)C1CCN(C(=O)Nc2ccccc2)CC1	.	0.1	.	-3%	4%	58%[activator]	-7%	.	.
44	COc1ccc(CN(C)CC(=O)Nc2cccc(S(=O)(=O)N(C)c3ccccc3)c2)c(OC)c1	.	0.2	7%	0%	23%	16%	-18%	.	.

# Eight compounds from above, ordered by formula weight, largest number first:
item	compound	POLB inh	TRHR ag	12-LOX inh	ERG Ets-DNA blk	APEX1 inh	Pol iota inh	Pol kappa inh	Anesthetic bind	BLM inh
44	COc1ccc(CN(C)CC(=O)Nc2cccc(S(=O)(=O)N(C)c3ccccc3)c2)c(OC)c1	.	0.2	7%	0%	23%	16%	-18%	.	.
26	CN(C(=O)CCS(=O)(=O)c1cc2c(cc1Cl)NC(=O)CO2)C1CCCCC1	3%&6%	-0.1&-0.4	20%&-9%	9%&-6%	12%	-1%&41%	10%&6%	-11%&-5%	-2%&-2%
32	Cc1coc2c1c(C)cc1oc(=O)c(CC(=O)N[C@@H](CC(C)C)C(=O)O)c(C)c12	-12%	0.5	-39%	16%	8%	-18%	-20%	10%	-2%
41	O=C(NCc1ccco1)c1ccccc1NS(=O)(=O)c1ccc(Cl)s1	-16%	1.2	0%	8%	-1%	?	-16%	-15%	-14%
31	CCOC(=O)N1C(=O)[C@@](c2ccc(Cl)cc2)(C(C)C)N1C(=O)OCC	1%	0.1	-20%	11%	47%[activator]	?	5%	0%	-7%
43	Cc1cc(F)ccc1NC(=O)C1CCN(C(=O)Nc2ccccc2)CC1	.	0.1	.	-3%	4%	58%[activator]	-7%	.	.
36	CCOC(=O)c1nc2nc(-c3cccs3)cc(C(F)(F)F)n2n1	1%	-0.3	-5%	.	22%	-2%	-12%	125%[activator]	-5%
30	CCc1cccc(CC)c1NC(=O)CN1C(=O)C(=O)c2ccccc21	5%	0.3	-8%	-18%	.	10%	-33%	-2%	-6%

# The list is partial; count on the stated rates, not on these rows.
